E-sel TNF inh: TNF alpha driven E-selectin expression inhibition. HUVEC TNFa-induced E-selectin immunofluorescence, high content. AID 1246. 120,000 tested, 0.71% active. inhibition, % at 2 µM;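 active means inhibition above the batch mean plus 3 SD, and confirmed as a hit on visual image review, cut at about 43% in these data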;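 further: 0% = TNF-stimulated DMSO wells and 100% = unstimulated control wells; not every result past the cut was called active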
NPY-Y2 antag: antagonists of human neuropeptide Y receptor Y2; NPY-Y2 expressing cells, antagonist mode; inhibition, % at 2.7 µM; 140,000 tested, 0.99% active; in the data active means inhibition above about 17%;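 further: 0% = vehicle with agonist challenge and 100% = reference antagonist with challenge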
Target sequence (P49146 whole entry, looked up): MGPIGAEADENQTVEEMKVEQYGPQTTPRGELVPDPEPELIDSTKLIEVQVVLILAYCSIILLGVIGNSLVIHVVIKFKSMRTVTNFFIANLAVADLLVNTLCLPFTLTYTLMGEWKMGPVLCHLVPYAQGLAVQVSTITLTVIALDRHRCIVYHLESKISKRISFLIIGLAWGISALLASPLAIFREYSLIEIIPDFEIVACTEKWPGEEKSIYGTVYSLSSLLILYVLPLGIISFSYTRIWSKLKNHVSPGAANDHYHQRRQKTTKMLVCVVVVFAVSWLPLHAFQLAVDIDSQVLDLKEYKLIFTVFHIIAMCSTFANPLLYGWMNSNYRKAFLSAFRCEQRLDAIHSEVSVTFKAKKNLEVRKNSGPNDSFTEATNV
bCat KO growth: beta-catenin-lacking colon tumor cell growth suppression | HCT116 beta-catenin knockout viability, CellTiter-Glo, 60 h; hits give low values | 140,000 tested, 1.5% active | AID 818 | viability, % at 10 µM;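 active means viability at or under a set limit, the compound median less 4 SD, cut at about 6% in these data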;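 further: 0% = Hyamine 1622 control at 20 µM and 100% = untreated cell control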
GALR2 antag: blocks the human galanin receptor 2 | O43603 | GALR2-expressing cells, antagonist mode | inhibition, % at 4 µM | 140,000 tested, 0.39% active | AID 828; in the data active means inhibition above about 27%;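 further: cells stimulated with galanin 1-16 at roughly its EC80; 0% = agonist challenge control and 100% = basal control without agonist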
Target sequence (O43603 whole entry, looked up): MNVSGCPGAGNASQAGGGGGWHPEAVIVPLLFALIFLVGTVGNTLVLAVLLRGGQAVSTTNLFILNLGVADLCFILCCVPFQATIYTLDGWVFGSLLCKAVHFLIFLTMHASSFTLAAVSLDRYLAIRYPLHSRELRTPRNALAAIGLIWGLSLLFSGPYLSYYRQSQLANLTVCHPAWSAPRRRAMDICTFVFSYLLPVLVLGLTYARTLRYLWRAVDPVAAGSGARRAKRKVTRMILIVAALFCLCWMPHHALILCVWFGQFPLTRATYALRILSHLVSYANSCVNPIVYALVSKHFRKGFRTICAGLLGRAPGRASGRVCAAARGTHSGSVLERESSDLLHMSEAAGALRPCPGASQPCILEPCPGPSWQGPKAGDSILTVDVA
MRP1 act: activators of MRP-1; H69AR cells + doxorubicin, viability rescue, CellTiter-Glo; viability increase, % at 10 µM; 140,000 tested, 0.61% active;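 active means viability gain under doxorubicin at or above a set limit, the compound median plus 3 SD, cut at about 4.7% in these data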;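 further: MRP-1 overexpressing cells given doxorubicin 25 µM after compound pretreatment; 18-22 h compound pretreatment then 72 h with doxorubicin before readout; 0% = doxorubicin-only wells and 100% = vehicle-treated cells without doxorubicin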
Measles CPE: protection of cells from measles virus | Measles virus-infected cells, CPE protection, absorbance | protection (pct of control), % at 4 µM | 140,000 tested, 1.5% active | AID 841; in the data active means protection mostly above about 24%, no sharp cut-off; inactive means mostly below about 26%; further: some compounds called inactive have numbers as strong as hits
Yeast life ext: yeast lifespan extension; S. cerevisiae growth with nicotinamide, OD615; deaD strain in restrictive glucose medium; inhibition of the nicotinamide effect, % at 10 µM; 130,000 tested, 0.68% active; AID 775;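 active means inhibition above a set limit, placed 3 SD over the median of all compounds, cut at about 26% in these data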;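 further: 0% = nicotinamide-treated wells and 100% = cells grown without nicotinamide; some compounds called inactive have numbers as strong as hits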
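assay system = DeaD-strain S. cerevisiae | measured by = absorbance at 615 nm | probe or stimulus = nicotinamide 1.5 mM | buffer or medium = CSMM-D glucose medium, restrictive | times = 48 h at 30 °C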
BB579 growth dn: reduces growth of yeast BB579 in restrictive medium; inhibition, % at 10 µM; S. cerevisiae BB579 growth, OD615, 48 h; 140,000 tested, 0.51% active; AID 804;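 active means inhibition above a set limit, 3 SD over the mean compound inhibition, cut at about 44% in these data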; further: inactives centre near -24
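Assay system – yeast BB579 (DeaD) · Dosing – single compound dose of 10 µM, 0.25% DMSO final · Detection – OD615 turbidity measurement · Buffer or medium – CSMM-D restrictive synthetic medium containing dextrose (glucose) · Benchmarks – positive control amphotericin B 10 µg/mL · Incubation – 48 h exposure, 30 °C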
HCT116 PTEN-null: suppresses growth of cells with PTEN deletion. HCT116 PTEN-null viability, CellTiter-Glo, 60 h; hits give low values. viability, % at 10 µM. 140,000 tested, 1.2% active. AID 827;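 active means viability at or below a set limit, 4 SD under the median of all tested compounds, cut at about 3.7% in these data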;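 further: PTEN knockout HCT116 line with beta catenin targeted HCT116 as companion control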
Phagocytosis inh: blocks phagocytosis by macrophages. J774A.1 macrophage IgG-bead phagocytosis, imaging. inhibition, % at 5 µM. 110,000 tested, 0.07% active;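 active means inhibition above the mean of the plate negative controls plus 5 SD, cut at about 13% in these data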;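 further: phagocytic index as fraction of beads internalized from green versus red external bead signal; plate controls were DMSO negative control for no effect and cytochalasin-D positive control for full effect; some results beyond the cut were filed as inactive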
Active calls of the source: *. This is a random part of the collection; 6.1% or so of the library scored in one or more.

Start of the listing, in advance (2 entries):
Screening COc1ccc(OC)c(NC(=O)CSc2ncnc3c2cnn3-c2ccccc2Cl)c1 returned E-sel TNF inh -19, NPY-Y2 antag 3, bCat KO growth 23, GALR2 antag 31*, MRP1 act -4.1, Measles CPE 5, BB579 growth dn -50 and HCT116 PTEN-null 34.
Screening COC(=O)[C@@H](NC(=O)Nc1cccc(Br)c1)C(C)C returned NPY-Y2 antag 2, bCat KO growth 95, GALR2 antag 0, MRP1 act 0.5, Measles CPE 26, Yeast life ext -3, BB579 growth dn 8, HCT116 PTEN-null 98 and Phagocytosis inh -7.

All compounds of this part, from the start:
Screening COc1ccc(OC)c(NC(=O)CSc2ncnc3c2cnn3-c2ccccc2Cl)c1 returned E-sel TNF inh -19, NPY-Y2 antag 3, bCat KO growth 23, GALR2 antag 31*, MRP1 act -4.1, Measles CPE 5, BB579 growth dn -50 and HCT116 PTEN-null 34.
Screening COC(=O)[C@@H](NC(=O)Nc1cccc(Br)c1)C(C)C returned NPY-Y2 antag 2, bCat KO growth 95, GALR2 antag 0, MRP1 act 0.5, Measles CPE 26, Yeast life ext -3, BB579 growth dn 8, HCT116 PTEN-null 98 and Phagocytosis inh -7.
`Cc1cc(NC(=O)CSc2ccc3nnc(-c4ccccn4)n3n2)no1` gave NPY-Y2 antag 0, bCat KO growth 103, GALR2 antag 14, MRP1 act -2.2, Measles CPE 3, Yeast life ext -6, BB579 growth dn -11, HCT116 PTEN-null 105 and Phagocytosis inh 0.
`CC(=O)C(=Nc1ccc(Cl)cc1Cl)NNc1cccc(Cl)c1` gave E-sel TNF inh 13, NPY-Y2 antag -9, bCat KO growth 69, GALR2 antag 12, MRP1 act 1.9, Measles CPE 2, Yeast life ext -17, BB579 growth dn -22, HCT116 PTEN-null 65 and Phagocytosis inh 0.
O=S(=O)(c1cccc2c(S(=O)(=O)N3CCCC3)cccc12)N1CCCC1 was read as E-sel TNF inh 6, NPY-Y2 antag -2, bCat KO growth 91, GALR2 antag -7, MRP1 act -0.1, Measles CPE 19, Yeast life ext -5, BB579 growth dn -53, HCT116 PTEN-null 103 and Phagocytosis inh -1.
For Cc1c(C)[n+](=O)c(-c2ccco2)c(C)n1[O-] the results were E-sel TNF inh 54, NPY-Y2 antag 1, bCat KO growth 90, GALR2 antag -9, MRP1 act -2.6, Measles CPE 15, Yeast life ext -23, BB579 growth dn -21, HCT116 PTEN-null 89 and Phagocytosis inh 0.
Screening O=C(c1ccc2c(c1)OCCO2)C1CCN(S(=O)(=O)c2cccc(F)c2)CC1 returned E-sel TNF inh -10, NPY-Y2 antag 7, bCat KO growth 60, GALR2 antag -4, MRP1 act -0.5, Measles CPE 3, Yeast life ext -11, BB579 growth dn -24, HCT116 PTEN-null 53 and Phagocytosis inh 0.
`O=C1c2ccccc2S(=O)(=O)N1CC(O)COc1ccc(Br)cc1` (centres undefined) gave E-sel TNF inh 5, NPY-Y2 antag 1, bCat KO growth 108, GALR2 antag -9, MRP1 act 0.1, Measles CPE 8, Yeast life ext -15, BB579 growth dn -46, HCT116 PTEN-null 92 and Phagocytosis inh 1.
Screening COc1ccc(/C=C2\SC(=O)N(CCNC(=O)C3CC(=O)N(c4ccccc4)C3)C2=O)cc1 (centres undefined) returned E-sel TNF inh -6, NPY-Y2 antag 1, bCat KO growth 82, GALR2 antag -25, MRP1 act -2.2, Measles CPE 16, Yeast life ext -8, BB579 growth dn -27, HCT116 PTEN-null 68 and Phagocytosis inh -1.
Cc1ccc(-n2nc(C)c3c(=O)[nH]c(C(F)(F)F)nc32)cc1 was read as NPY-Y2 antag -1, bCat KO growth 91, GALR2 antag -6, MRP1 act -1.6, Measles CPE 6, Yeast life ext 6, BB579 growth dn -14, HCT116 PTEN-null 83 and Phagocytosis inh -5.
S=c1[nH]nc(COc2ccccc2)n1/N=C/c1ccccn1 was read as NPY-Y2 antag 6, bCat KO growth 104, GALR2 antag 0, MRP1 act -2.2, Measles CPE 21, Yeast life ext 4, BB579 growth dn 0, HCT116 PTEN-null 107 and Phagocytosis inh -3.
For O=C(N/N=C/c1cccc(Oc2ccccc2)c1)c1ccccc1Br the results were E-sel TNF inh 21, NPY-Y2 antag 10, bCat KO growth 52, GALR2 antag -3, MRP1 act -4.4, Measles CPE 1, Yeast life ext -6, BB579 growth dn -34, HCT116 PTEN-null 55 and Phagocytosis inh -3.
Screening Cc1csc(=Nc2ccccc2)n1CCO returned NPY-Y2 antag 0, bCat KO growth 105, GALR2 antag -5, MRP1 act 1.0, Measles CPE 14, Yeast life ext 0, BB579 growth dn -4, HCT116 PTEN-null 98 and Phagocytosis inh -10.
For COc1ccccc1NC(=O)Cn1c(=O)n2nc(C)nc2c2ccccc21 the results were E-sel TNF inh 1, NPY-Y2 antag 0, bCat KO growth 97, GALR2 antag 8, MRP1 act -1.2, Measles CPE 15, Yeast life ext -7, BB579 growth dn -12, HCT116 PTEN-null 72 and Phagocytosis inh 0.
Cc1nc(SCn2nnc3ccccc3c2=O)nc(C)c1C was read as E-sel TNF inh -16, NPY-Y2 antag 3, bCat KO growth 103, GALR2 antag 14, MRP1 act -0.1, Measles CPE 29, Yeast life ext -7, BB579 growth dn -26, HCT116 PTEN-null 94 and Phagocytosis inh 0.
Screening C=CCNc1nc(C)nc(OC)n1 returned E-sel TNF inh -11, NPY-Y2 antag 2, bCat KO growth 98, GALR2 antag 1, MRP1 act 0.4, Measles CPE 9, Yeast life ext -3, BB579 growth dn -72, HCT116 PTEN-null 103 and Phagocytosis inh 0.
CC(=O)c1c(C(C)=O)c(C)n(C2CCCCC2)c1C was read as E-sel TNF inh -3, NPY-Y2 antag 2, bCat KO growth 100, GALR2 antag -6, MRP1 act -1.9, Measles CPE 18, BB579 growth dn -22 and HCT116 PTEN-null 102.
`CC1C/C(=N\NC(=O)CCc2ccc(S(=O)(=O)N3CCOCC3)cc2)CC(C)(C)C1` (centres undefined) gave NPY-Y2 antag 0, bCat KO growth 93, GALR2 antag 7, MRP1 act 1.4, Measles CPE 1, Yeast life ext 1, BB579 growth dn -24, HCT116 PTEN-null 108 and Phagocytosis inh -7.
Screening Cc1cc(C)n(/N=C/c2cccs2)c(=O)c1C#N returned NPY-Y2 antag 4, bCat KO growth 99, GALR2 antag 11, MRP1 act 2.5, Measles CPE 30, Yeast life ext -3, BB579 growth dn -43, HCT116 PTEN-null 103 and Phagocytosis inh -3.
CCc1ccc(-c2nn(-c3cc(Cl)ccc3[N+](=O)[O-])c(=O)c3ccccc23)cc1 was read as NPY-Y2 antag 0, bCat KO growth 94, GALR2 antag 3, MRP1 act -1.3, Measles CPE 2, Yeast life ext 1, BB579 growth dn 13, HCT116 PTEN-null 88 and Phagocytosis inh 3.
CCNc1nnc(-c2ccncc2)s1 was read as NPY-Y2 antag 2, bCat KO growth 95, GALR2 antag -4, MRP1 act -1.4, Measles CPE 29, Yeast life ext -23, BB579 growth dn -9 and HCT116 PTEN-null 93.
Screening N#C/C(=C\c1ccc(OC(=O)c2ccc(Br)s2)cc1)c1nc2ccccc2[nH]1 returned NPY-Y2 antag 1, bCat KO growth 89, GALR2 antag -4, MRP1 act -4.0, Measles CPE 4, Yeast life ext -2, BB579 growth dn -44, HCT116 PTEN-null 68 and Phagocytosis inh -14.
`CC1CCCN(S(=O)(=O)c2coc(C(N)=O)c2)C1` (centres undefined) gave NPY-Y2 antag 2, bCat KO growth 90, GALR2 antag 17, MRP1 act -3.7, Measles CPE 10, Yeast life ext -5, BB579 growth dn -18 and HCT116 PTEN-null 98.
Screening O=C(COC(=O)C1CC2C=CC1C2)Nc1cccc(S(=O)(=O)N2CCCCCC2)c1 (centres undefined) returned NPY-Y2 antag -1, bCat KO growth 81, GALR2 antag 1, MRP1 act 0.9, Measles CPE 10, Yeast life ext 9, BB579 growth dn -25, HCT116 PTEN-null 78 and Phagocytosis inh -3.
Screening O=S(=O)(/N=C(/c1ccccc1)N1CCCCC1)c1ccccc1 returned NPY-Y2 antag 3, bCat KO growth 98, GALR2 antag 10, MRP1 act -1.3, Measles CPE 22, Yeast life ext -4, BB579 growth dn -21, HCT116 PTEN-null 99 and Phagocytosis inh -9.
Cc1cccc(NC(=S)N/N=C2\CC(C)(C)Oc3ccc(O)cc32)c1 was read as E-sel TNF inh 11, NPY-Y2 antag 7, bCat KO growth 3.9*, GALR2 antag 9, MRP1 act 0.5, Measles CPE 9, Yeast life ext -2, BB579 growth dn -28, HCT116 PTEN-null 3.8* and Phagocytosis inh -11.
`COc1ccc(OC)c(NC(=S)NCc2cccnc2)c1` gave NPY-Y2 antag 1, bCat KO growth 96, GALR2 antag 12, MRP1 act -1.1, Measles CPE 9, Yeast life ext 3, BB579 growth dn -44 and HCT116 PTEN-null 106.
CCC(/C=N/Nc1ccc(S(=O)(=O)N2CCCC2)cc1[N+](=O)[O-])CC was read as NPY-Y2 antag 2, bCat KO growth 71, GALR2 antag 5, MRP1 act -4.1, Measles CPE 7, Yeast life ext 11, BB579 growth dn -43, HCT116 PTEN-null 71 and Phagocytosis inh -4.
`COc1c(C)cc(Br)cc1C(=O)Nc1cccc(NC(=O)c2ccco2)c1` gave E-sel TNF inh -5, NPY-Y2 antag 5, bCat KO growth 39, GALR2 antag 0, MRP1 act -4.5, Measles CPE 16, Yeast life ext -32, BB579 growth dn -3, HCT116 PTEN-null 45 and Phagocytosis inh 1.
For CCOC(=O)C1(C)NC(c2ccc(OC)cc2OC)C2C(=O)N(c3cccc(OC)c3)C(=O)C21 (centres undefined) the results were E-sel TNF inh -31, NPY-Y2 antag 1, bCat KO growth 81, GALR2 antag 3, MRP1 act -0.5, Measles CPE 8, Yeast life ext -2, BB579 growth dn -9, HCT116 PTEN-null 91 and Phagocytosis inh 0.
C=CCOC(=O)C1=C(C)Nc2nnnn2C1c1cccc(OC)c1OC (centres undefined) was read as E-sel TNF inh -4, NPY-Y2 antag 1, bCat KO growth 92, GALR2 antag 8, MRP1 act -0.8, Measles CPE 16, Yeast life ext -2, BB579 growth dn -38, HCT116 PTEN-null 89 and Phagocytosis inh -1.
`COC(=O)c1c(NC(=O)c2ccc(N(C)S(=O)(=O)c3ccc(C)cc3)cc2)sc2c1CCCC2` gave E-sel TNF inh -10, NPY-Y2 antag 1, bCat KO growth 85, GALR2 antag -12, MRP1 act -2.9, Measles CPE 4, Yeast life ext 9, BB579 growth dn -35, HCT116 PTEN-null 78 and Phagocytosis inh -4.
`CCCn1c(SCC(=O)N2CC(=O)Nc3ccccc32)nc2ccccc21` gave E-sel TNF inh -6, NPY-Y2 antag -3, bCat KO growth 88, GALR2 antag -3, MRP1 act -1.6, Measles CPE 28, Yeast life ext -2, BB579 growth dn -3, HCT116 PTEN-null 95 and Phagocytosis inh 2.
`Cc1ccc(C(=O)N/N=C\c2cccn2C)cn1` gave E-sel TNF inh 27, NPY-Y2 antag -1, bCat KO growth 103, GALR2 antag -3, MRP1 act -1.2, Measles CPE 32, Yeast life ext -17, BB579 growth dn -25, HCT116 PTEN-null 98 and Phagocytosis inh -2.

Screening data as filed in PubChem.
